Bioassay records from PubChem BioAssay.
DT40 TDP1 no CPT = qHTS for Inhibitors of human tyrosyl-DNA phosphodiesterase 1 (TDP1): qHTS in cells in absence of CPT. DT40 Tdp1-/- hTDP1 cells, no CPT, ATP luminescence, 48 h. 420,000 tested, 15% active. Potency, µM (doses to about 46.2 µM), without a hit: at the top dose activity change, negative = growth inhibition, actives largely listed as inhibitors; note: nearly all actives have a fitted effect of over 55% in size
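DT40 Tdp1-/-;hTDP1 cells, no CPT (DMSO vehicle only), 400 cells/well; compounds pin-transferred; ≥48 hr, 37 °C; CellTiter-Glo 30 min RT dark, luminescence read.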
TDP1 inh = qHTS Assay for Inhibitors of Tyrosyl-DNA Phosphodiesterase (TDP1). 350,000 tested, 0.28% active. Potency, µM (top dose mostly 130 µM), for inactives: top-dose activity change, negative = inhibition, hits mostly inhibitors. AID 485290, 2010. recombinant TDP1, AlphaScreen DNA substrate cleavage. Tyrosyl-DNA phosphodiesterase 1 (Homo sapiens), Q9NUW8; note: nearly all actives have a fitted effect of over 40% in size
Target sequence (Q9NUW8 whole entry, looked up): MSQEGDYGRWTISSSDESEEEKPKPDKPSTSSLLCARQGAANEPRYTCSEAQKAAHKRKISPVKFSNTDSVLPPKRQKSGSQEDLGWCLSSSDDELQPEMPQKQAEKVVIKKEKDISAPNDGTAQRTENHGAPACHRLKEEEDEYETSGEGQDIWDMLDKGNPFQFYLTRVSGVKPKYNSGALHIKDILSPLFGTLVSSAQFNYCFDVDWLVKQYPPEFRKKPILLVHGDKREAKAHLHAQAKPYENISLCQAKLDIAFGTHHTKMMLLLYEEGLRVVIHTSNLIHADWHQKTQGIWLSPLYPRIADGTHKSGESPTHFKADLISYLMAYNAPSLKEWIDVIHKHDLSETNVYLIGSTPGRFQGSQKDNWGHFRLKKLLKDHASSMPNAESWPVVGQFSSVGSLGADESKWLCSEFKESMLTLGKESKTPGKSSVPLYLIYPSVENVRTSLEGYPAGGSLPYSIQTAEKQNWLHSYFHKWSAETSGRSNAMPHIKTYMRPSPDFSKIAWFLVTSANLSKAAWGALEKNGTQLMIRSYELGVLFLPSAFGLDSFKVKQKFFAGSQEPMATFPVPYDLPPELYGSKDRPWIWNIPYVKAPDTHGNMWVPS
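Tdp1 1 nM final; 15 min RT w/ cpd; substrate 15 nM, 5 min; beads 10 ug/ml, 10 min; AlphaScreen read. Neg ctrl: no enzyme.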
KAT2A inh = qHTS Assay for Inhibitors of GCN5L2; GCN5L2 HAT assay, ThioGlo1 CoA-SH fluorescence; Potency, µM (doses to about 58.9 µM), for the others: top-dose activity change, negative = inhibition, actives largely listed as inhibitors; 390,000 tested, 0.21% active; AID 504327, 2011
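ThioGlo1-coupled HAT assay: 20nM GCN5L2, 70uM acetyl-CoA, 75uM H3(1-25) peptide, pH 7.5. Fluorescence read at 340/540nm at start and after 20 min at room temperature.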
* = called active by the depositor; ? = inconclusive; nt = not tested or not shown; & = joins results of further samples; [ ] = remark or other dose. Calls come from the whole dose curve; as a rule, active = well fitted curve in the direction sought with a large enough effect; inconclusive = small, poorly fitted or top-dose-only effect, or another doubt; inactive = no such curve, though single readings can be large; an effect the other way counts as inactive or inconclusive. % is set by controls: 0 for no effect and ±100 for the full control effect; potency is the fitted concentration of half-maximal effect.

SMILES	DT40 TDP1 no CPT	TDP1 inh	KAT2A inh
CC12CC(c3ccccc3O1)N(C(=O)c1ccc(Br)o1)C(=O)N2c1ccccc1 (stereo unspecified)	-14%	-2%	-1%
C/C(=N/NC(=O)c1nnn(-c2nonc2N)c1-c1ccccc1)c1ccncc1	-10%	-5%	-4%
NC(=S)N/N=C/c1ccc2cccc(OCc3ccccc3)c2n1	29µM*	nt	?
CCOC(=O)c1nn(-c2ccc(C)cc2)c(=O)cc1OCC(=O)Nc1cccc(C)c1	-16%	-7%	3%
Cc1cc(CNC(=O)c2cccc3c2C(=O)c2ccc(-c4ccc(F)cc4OCc4ccccc4)cc2S3(=O)=O)c(C(F)(F)F)o1	12µM*	2%	-10%
CCN(CC)c1ncnc2c1sc1nc(N3CCOCC3)c3c(c12)CCC3	nt	0%	-2%
COc1ccc(S(=O)(=O)N2CCCCC2)cc1NC(=O)c1ccc(Cl)nc1	-14%	1%	-5%
COc1ccc(/C=C/C(=O)NNc2c(F)c(F)cc(F)c2F)cc1OC	-25%	-6%	13%
CCc1nc(SCC(=O)NNC(=O)c2ccc(C)cc2)c2ccccc2n1	-19%	0%[0.0935 µM]	0%
COCCN1C(=O)C(=O)/C(=C(/O)c2cccc(OC)c2)C1c1ccco1 (stereo unspecified)	6%	nt	-21%
Cc1ccc(O)c(CNc2cccc(C)n2)c1	-7%	nt	?
C/C=C/c1ccc(OCCCNC(C)CC)c(OC)c1 (stereo unspecified)	-16%	nt	-1%
COc1ccccc1N1CCN(C(=O)c2cnn(C(C)(C)C)c2C2CCN(C(=O)OC(C)(C)C)CC2)CC1	-85%	3%	26%
COc1ccc(-c2cc(C(=O)N3CCOCC3)no2)cc1OC	4%	4%	-9%
Cc1ccc(C(=O)OCC(=O)NCc2cccc(Cl)c2)cc1S(=O)(=O)N1CCCCC1	?	0%	-13%
C/C(=N/NC(=O)c1ccco1)c1cccnc1	-22%	1%	-6%
CN1CCN(c2ncc3nc(-c4ccc(Cl)cc4)c(=O)n(CCC#N)c3n2)CC1	16µM*	nt	?
CCOC(=O)N1CCN(C(=O)c2cc3c(-c4ccc(Cl)cc4)nn(C)c3s2)CC1	12µM*	6%	-6%
COc1ccc([C@@H]2CC=C(C(=O)O)[C@H](c3ccc(Cl)cc3)N2S(=O)(=O)c2ccccc2C)cc1	-26%	3%	-10%
O=C(CCc1ccccc1)N=C1SC2CS(=O)(=O)CC2N1Cc1ccccc1 (stereo unspecified)	6%	-2%	-3%
COc1ccc(S(=O)(=O)n2ccc(C)n2)cc1C	-1%	-5%	-11%
CC(C)Cn1c(-c2ccc(Br)cc2)c[nH]c1=S	15µM*	5%	-4%
Cn1c(=O)n(C)c2cc(N3CCOCC3)c(NS(=O)(=O)c3cccc(C#N)c3)cc21	?	14%	-19%
COc1ccccc1C(=O)OCC(=O)NCCNC(=O)COC(=O)c1ccccc1OC	0%	5%	0%

Sorted by heavy-atom count (low to high): part of the list above
SMILES	DT40 TDP1 no CPT	TDP1 inh	KAT2A inh
C/C(=N/NC(=O)c1ccco1)c1cccnc1	-22%	1%	-6%
COc1ccc(S(=O)(=O)n2ccc(C)n2)cc1C	-1%	-5%	-11%
C/C=C/c1ccc(OCCCNC(C)CC)c(OC)c1 (stereo unspecified)	-16%	nt	-1%
COc1ccc(-c2cc(C(=O)N3CCOCC3)no2)cc1OC	4%	4%	-9%
COCCN1C(=O)C(=O)/C(=C(/O)c2cccc(OC)c2)C1c1ccco1 (stereo unspecified)	6%	nt	-21%
CCc1nc(SCC(=O)NNC(=O)c2ccc(C)cc2)c2ccccc2n1	-19%	0%[0.0935 µM]	0%
O=C(CCc1ccccc1)N=C1SC2CS(=O)(=O)CC2N1Cc1ccccc1 (stereo unspecified)	6%	-2%	-3%
CCOC(=O)N1CCN(C(=O)c2cc3c(-c4ccc(Cl)cc4)nn(C)c3s2)CC1	12µM*	6%	-6%
Cn1c(=O)n(C)c2cc(N3CCOCC3)c(NS(=O)(=O)c3cccc(C#N)c3)cc21	?	14%	-19%
Cc1ccc(C(=O)OCC(=O)NCc2cccc(Cl)c2)cc1S(=O)(=O)N1CCCCC1	?	0%	-13%
COc1ccccc1C(=O)OCC(=O)NCCNC(=O)COC(=O)c1ccccc1OC	0%	5%	0%
COc1ccc([C@@H]2CC=C(C(=O)O)[C@H](c3ccc(Cl)cc3)N2S(=O)(=O)c2ccccc2C)cc1	-26%	3%	-10%
COc1ccccc1N1CCN(C(=O)c2cnn(C(C)(C)C)c2C2CCN(C(=O)OC(C)(C)C)CC2)CC1	-85%	3%	26%

Additional entries follow.
SMILES	DT40 TDP1 no CPT	TDP1 inh	KAT2A inh
COc1cc(/C=C/C(=O)OCC(=O)Nc2c(C)n(C)n(-c3ccccc3)c2=O)ccc1OCC#N	2%	7%	-5%
COc1cc(NC(=O)COC(=O)CNS(=O)(=O)c2ccc(F)c(F)c2F)cc(OC)c1	-5%	2%	-1%
C/C(Cc1ccccc1)=N\NC(=O)CNC(=O)COc1ccccc1	2%	6%	-1%
CCc1ccccc1N(CC(=O)NC(C)(C)C)C(=O)CCC(=O)Nc1ccccn1	-15%	nt	-8%
COc1cccc(-c2ccc3ncnc(NCc4cccc(C)c4)c3c2)c1	nt	2%	-12%&-16%
COc1cc2c(c(OC)c1OC)-c1c(cc(OC)c(OC)c1OC)C[C@](C)(O)[C@@H](C)C2	2%	1%	-9%
O=C(O)Cn1nnc2ccccc21	8%	2%	-5%
O=C(CN1CCCC1)OCCCC1CCCCC1	-7%	4%	2%
COCCOC(=O)C1=C(C)NC(=O)NC1c1ccc(-c2ccc(F)cc2)o1 (stereo unspecified)	-5%	6%	-4%
O=c1c(-c2ccc(Cl)cc2)coc2c(CN3CCCCC3)c(O)ccc12	-7%	1%	2%
COc1cccc(N2CC(=O)N(c3cccc(OC)c3)CC2=O)c1	20%	1%	-7%
O=C1CCCN1c1nccs1	-18%	-2%	-1%
CCOc1ccc2nc(NC(=O)c3ccoc3C)sc2c1	8.2µM*	6%	-7%
O=C(O)CN1C(=O)CC(Cc2ccccc2)C1=O (stereo unspecified)	0%	5%	1%
O=C1c2ccccc2C(=O)N1Cc1ccc2c(c1)OCO2	12%	9%	-1%
CC1(C)NC(=O)N(CC(O)COc2ccc(-c3ccccc3)cc2)C1=O (stereo unspecified)	-26%	6%	-6%
O=C1NCCN(Cc2ccc(Cl)c(F)c2)C1CC(=O)N1CCc2ccccc2C1 (stereo unspecified)	?	5%	-16%
CN(C)CCOC(=O)c1sc2ccccc2c1Cl	16%	4%	-6%
CC(C)CCNc1nc2ccccc2nc1NS(=O)(=O)c1cccs1	-15%	3%	0%
CCCS(=O)(=O)c1ccc(COC(=O)c2cccc(NC(=O)C(C)C)c2)cc1	?	-5%	-7%
NC(=O)CSc1nnc(-c2ccncc2)o1	16%	3%	-6%
O=C(NC1CC1)c1sc2cc(F)ccc2c1Cl	?	0%	-2%
COc1ccc(CCNc2oc(-c3ccc(C)cc3)nc2C#N)cc1OC	?	10%	-2%
CCOC(=O)c1cc2c(=O)[nH]c(C(Cl)(Cl)Cl)nc2o1	?	6%	-8%
COc1ccc(CC(=O)Oc2ccc(C)cc2C)cc1	10%	nt	-7%
COc1ccccc1NC(=O)c1sc2nc3n(c(=O)c2c1C)CCC3	-16%	4%	-2%
O=C(O)c1ccccc1-c1ccccc1C(=O)NCc1cccc(C(F)(F)F)c1	-5%	-5%	?
CN(C)c1ccc(C(=O)N=c2sccn2C)cc1[N+](=O)[O-]	4%	0%	-8%
CCCn1cc(S(=O)(=O)c2ccccc2)c(=O)c2cc(F)c(N3CCCCCC3)cc21	18µM*	2%	-12%
Cc1cc(NC(=O)CSc2ccc(-c3ccc4c(c3)OCO4)nn2)no1	nt	-8%	-11%
FC(F)(F)c1cnc2c(-c3ccc(Cl)cc3Cl)noc2c1	-29%	-4%	0%
O=C(c1ccc([N+](=O)[O-])cc1)N1CCN(Cc2ccccc2)CC1	-12%	1%	-4%
Cc1c(CC(Cl)(Cl)Cl)c2c(n1O)CC(C)(C)CC2=O	?	6%	1%
COc1ccc(C(=O)N2CC(=O)Nc3ccccc32)cc1S(=O)(=O)N1CCCC1	?	3%	-8%
Fc1ccc(NC(=S)Nc2ccc(Cl)cc2)cc1	23µM*	6%	-9%
C=CCCCCCCCCCCCC(O)CC(O)COC(C)=O (stereo unspecified) (tested in a mixture with another compound)	-11%	-6%[56.1 µM]	-12%
C[C@H](CO)N1C[C@H](C)[C@@H](CN(C)CC2CC2)Oc2c(NS(=O)(=O)c3ccccc3)cccc2C1=O	-1%	2%	-2%
COCCc1nn2c(=O)cc(COC(=O)c3ccc(Br)cc3)nc2s1	-8%	5%	0%
O=C(N/N=C/c1ccccc1Cl)c1n[nH]c2c1CCCC2	?	6%	-2%
COc1ccc(-c2cc(OC(=O)c3ccc(F)cc3)c3c(C)oc(C)c3c(=O)c2)cc1OC	?	-2%	-1%
CC(=O)C1C(c2cccc(Oc3ccccc3)c2)NC(=O)NC1(O)C(F)(F)F (stereo unspecified)	-26%	2%	-9%
N#CCC(=O)Nc1ncn(Cc2ccccc2Cl)n1	-3%	3%	-1%
C=C[C@@H]1c2cc(C)ccc2N(S(=O)(=O)c2ccc(C)cc2)[C@H](c2ccccc2)C1(C#N)C#N	10µM*	0%	0%
COc1ccc(S(=O)(=O)Nc2ccccc2C)cc1	?	-1%	-3%
Cc1cccc(NC(=O)COc2coc(CN3CCN(c4ccccc4)CC3)cc2=O)c1	18µM*	-8%	?
Cc1ccc(CNC(=O)c2ccc(Cn3nc(C)c(Cl)c3C)o2)cc1	?	-2%	-14%
COc1ccc(C(=O)NC(C(=O)NCC(=O)Nc2c(C)cccc2C)C(C)C)cc1 (stereo unspecified)	4%	1%	-3%
CC(C)C[C@H]1CN=C(N(C)C)N1CC1CCCCCC1	21µM*	-3%	-24%
CC1=NN(C(N)=S)C(=O)C1N=Nc1cc(Cl)ccc1Cl (stereo unspecified)	3.7µM*	nt	3%
CCc1cc(OCCN(C)C)ccc1Cl	-5%	-14%	0%
Cc1cccc(C(=O)N2CCC(Cc3ccccc3)CC2)c1[N+](=O)[O-]	6.5µM*	3%	-7%
Cc1ccc2nc(N3CCN(S(=O)(=O)c4ccc(C)c(Cl)c4)CC3)c(C#N)cc2c1	21µM*	1%	0%
Cc1cc(C)nc(Sc2ncnc3c2oc2ccccc23)n1	23µM*	3%	-3%
CCCCSc1nnc(NC(=O)CCc2ccccc2)s1	-18%	0%	0%
N#C/C(=C(/O)c1ccco1)c1nc2ccccc2[nH]1	-17%	8%	1%
COc1ccc(CNC(=O)C[C@H]2C(=O)N(c3ccccc3)C[C@@H]2Cc2ccccc2)cc1	?	nt	-7%
Cc1ccc(C)c(-n2nnnc2Sc2nc([N+](=O)[O-])nn2C)c1	?	5%	0%
O=c1[nH]c(/C=C/c2ccccc2OC(F)F)nc2c1cnn2-c1ccccc1	?	6%	-3%
Cc1[nH]c(=O)[nH]c(=O)c1S(=O)(=O)Nc1ccc(F)cc1F	8%	nt	-6%
O=[N+]([O-])c1ccc(CSC2=NCCS2)cc1	2%	nt	-5%
(further entries)
SMILES	DT40 TDP1 no CPT	TDP1 inh	KAT2A inh
CNS(=O)(=O)c1cccc(C(=O)OCc2cc(C(C)=O)ccc2OC)c1	-26%	-3%	0%
O=C1C2C3C=CC(C3)C2C(=O)N1Nc1ccc([N+](=O)[O-])cc1[N+](=O)[O-] (stereo unspecified)	13%	nt	-15%
O=C(O)Cc1ccc2oc(-c3cccnc3)nc2c1	-15%	-5%	-5%
O=S(=O)(/C=C/c1ccccc1)N1CCN(c2ccccc2)CC1	-25%	3%	-3%
CC(C)(C)OC(=O)C[C@H]1C/C=C\C[C@@H](CC(=O)N(CCO)Cc2ccccc2)C(=O)NCCOC1=O	-18%	1%	3%
S=C(NCC1COc2ccccc2O1)Nc1ccccc1 (stereo unspecified)	?	-1%	-1%
O=C(O)C(Cc1ccccc1)N1C(=O)CCC1=O (stereo unspecified)	-8%	3%	-2%
CCN(CC(=O)Nc1ccccc1C(F)(F)F)C(=O)COc1cccc2c1OC(C)(C)C2	-24%	-6%	-7%
CCNCCNC(=O)c1c(O)c2c([nH]c1=O)CCCC2	-4%	6%	2%
Cc1cc(SCC(=O)c2cc(C)n(C)c2C)nc2ccccc12	-7%	5%	-2%
CCOC(=O)Nc1ccc2c(c1)Sc1ccccc1N2C(=O)CCN1CCOCC1	9%	1%	-7%
COc1cc(NC(=O)CSc2nnc3c(C)cc4c(C)ccc(C)c4n23)c(C(=O)O)cc1OC	-1%	9%	-3%
O=S(=O)(NCc1ccccn1)C(F)(F)F	-11%	nt	-2%
O=C(CCNC(=O)c1ccccc1Cl)Nc1nc(-c2ccc3ccccc3c2)cs1	?	3%	-7%
CCOC(=O)[C@@H]1[C@H]2COc3cc(OC)ccc3[C@H]2N2C(=O)N(c3ccc(Br)cc3)C(=O)[C@]12C	?	1%	-7%

An excerpt; rates above refer to the full screens.
